mHtt clearance – compounds clearing mutant huntingtin protein; AID 853; inhibition, % at 1.5 µM; HeLa Exon1htt(103Q)mCFP, aggregate imaging; zero = plate's median compound well; actives 0.42% (n = 47,000);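 active = inhibition of aggregate fluorescence above about 70%, also judged a hit by eye on the cell image, limit read from the data, passing the limit was not always enough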;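 note: cells exposed to compound for three days before fixation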
mHtt clearance grain fraction – further read-out of mHtt clearance, marked with its call; fraction fluorescence in grains; measured here: aggregate grain fluorescence fraction; hits give low values;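 scaled fraction of total cell fluorescence in grains with unit not stated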
* marks the source's active call; other numbers are inactive results.

SMILES	mHtt clearance	mHtt clearance grain fraction
Cc1oc(-c2ccc(Cl)cc2)nc1CN1CCCC(C(=O)NCc2ccccn2)C1 (stereo not given)	13	32
CCN1CCc2c(sc(N)c2C#N)C1	-33	24
Cc1ccc(CS(=O)(=O)CCC(=O)NCCCN2CCCC2=O)cc1	21	29
Clc1ccc(OCc2nnc(-c3ccccc3Br)o2)c(Cl)c1	28	27
COc1cccc(N2CC(C(=O)Oc3ccc4ccccc4c3)CC2=O)c1 (stereo not given)	-83	29
CCCN1C(=O)c2cc(C(=O)NCc3ccc(OC)cc3)ccc2C1O (stereo not given)	6	31
Cc1ccc(-c2[nH]nc3c2C(c2cccnc2)C(C#N)=C(N)O3)cc1 (stereo not given)	5	39
COc1ccc(OCc2cccc(C(=O)Nn3cc([N+](=O)[O-])cn3)c2)cc1	-60	30
c1ccc2c(c1)nc(NCCN1CCOCC1)c1nncn12	16	27
CC(=O)Nc1cccc2c1C(=O)N(c1ccc(C)cc1)C2=O	-52	29
COc1ccc(-c2nc3nc(C)c(Cc4ccccc4)c(=O)n3[nH]2)cc1	-35	59
O=C(CSc1nc2c(c(=O)n1-c1ccc(Br)cc1)SCC2)NCC1CCCO1 (stereo not given)	-25	24
CC(=O)Nc1ccc2nc(-c3cccs3)[nH]c2c1	14	35
O=C(c1cnc(N2CCN(c3ncccn3)CC2)c2ccccc12)N1CCN(c2ncccn2)CC1	31	24
CN(C)c1nc(OCCNC(=O)COc2ccccc2Cl)nc(N(C)C)n1	-10	20
COC(=O)c1sccc1NC(=O)c1cccnc1	-20	23
O=C(CSc1nccc(=O)[nH]1)c1ccccc1Br	-125	46
CCc1nnc(NC(=O)CSc2nccn2-c2cccc(C)c2C)s1	36	21
CN(C)c1nn(C(=O)Nc2cccc(C(F)(F)F)c2)cc1-c1ccccc1	-47	31
COc1cc(-c2nc(-c3ccc(Br)o3)no2)cc(OC)c1OC	-17	61
Cc1ccc(C)c(-n2c(-c3ccc4c(c3)OCO4)n[nH]c2=S)c1	-4	40
CCC(=O)NCc1nc2ccccc2n1Cc1ccccc1F	-35	50
Cn1c(CNc2cccc(Cl)c2)nnc1SCC(=O)OC1CCCCC1	-28	27
COc1ccc(NC(=O)c2cc3n(n2)C(C(F)(F)F)CC(c2ccc4c(c2)OCO4)N3)cc1OC (stereo not given)	-10	38
CN(CC(=O)NCc1ccc(Cl)cc1)S(=O)(=O)c1cccc2cccnc12	35	31
Continuation:
SMILES	mHtt clearance	mHtt clearance grain fraction
O=C(O)CCC(=O)OC1CC2CCC1C2 (stereo not given)	-79	55
O=C1NC(c2ccco2)Nc2sc3c(c21)CCN(Cc1ccccc1)C3 (stereo not given)	26	27
OC(COc1ccc(Cl)cc1)CN1CCCCC1 (stereo not given)	-13	43
Cc1ccc(-c2ccc(CCC(=O)O)n2C(C)C)cc1	1	35
Cc1ccc(CNc2oc(-c3ccco3)nc2S(=O)(=O)c2ccccc2)cc1	15	17
COc1ccccc1CNc1nc2nc(C)c(C)c(=O)n2[nH]1	20	27
CCOC(=O)N1CCN(C(=O)CN2C(=O)COc3ccc(C(C)(C)C)cc32)CC1	-6	45
CCOC(=O)c1sc2ncn(C(CC)C(=O)OC)c(=O)c2c1C (stereo not given)	0	35
CC(=O)N1CCN(c2ccccc2NC(=O)COc2cc(C)ccc2C(C)C)CC1	-30	22
Cc1ccc(C(O)c2cccnc2)o1 (stereo not given)	38	12
CCOC(=O)C1=C(c2ccccc2)Nc2ncnn2C1c1cc(OC)ccc1OC (stereo not given)	-36	24
O=c1cc(CSc2nnc(COc3ccccc3)o2)c2ccccc2[nH]1	-10	41
NC(=O)C1CCN(C(=O)CN2CCCc3ccccc32)CC1	-68	35
COc1ccc(OCCNS(=O)(=O)c2ccccc2)cc1	-66	30
O=c1cc(CO)oc(CN2CCN(c3cccc(C(F)(F)F)c3)CC2)c1O	-4	21
COc1ccc(Cl)cc1C(=O)NCC#N	28	29
CCN(CC)c1ccc(/C=N/Nc2nc(C)cc(=O)[nH]2)cc1	13	18
CCC(=O)Nc1cc(C)c(NC(=O)c2ccco2)cn1	24	30
O=S(=O)(c1cccc(Cl)c1)N1CCCC1	-73	31
CCOC(=O)c1c(NC(=O)CN2CCCCC2)sc2c1CCCC2O (stereo not given)	-10	41
CSc1nc2c(c(C(F)(F)F)n1)CC(C)CC2 (stereo not given)	3	42
O=C(NC1CCCC1)c1ccc(Br)o1	45	11
N#CC1=C(N)OC2=C(C(=O)CCC2)C1C1CC=CCC1 (stereo not given)	-14	42
COC(=O)c1ccc(CN2C(=O)NC3(CCCc4ccccc43)C2=O)o1 (stereo not given)	-34	51
NC(=O)C1(N2CCCCC2)CCN(CC(=O)Nc2ccc(Oc3ccccc3)cc2)CC1	-117	39

Nothing new here: 22 of the compounds above.
SMILES	mHtt clearance	mHtt clearance grain fraction
O=C1NC(c2ccco2)Nc2sc3c(c21)CCN(Cc1ccccc1)C3 (stereo not given)	26	27
OC(COc1ccc(Cl)cc1)CN1CCCCC1 (stereo not given)	-13	43
Cc1ccc(-c2ccc(CCC(=O)O)n2C(C)C)cc1	1	35
Cc1ccc(CNc2oc(-c3ccco3)nc2S(=O)(=O)c2ccccc2)cc1	15	17
COc1ccccc1CNc1nc2nc(C)c(C)c(=O)n2[nH]1	20	27
CCOC(=O)N1CCN(C(=O)CN2C(=O)COc3ccc(C(C)(C)C)cc32)CC1	-6	45
CCOC(=O)c1sc2ncn(C(CC)C(=O)OC)c(=O)c2c1C (stereo not given)	0	35
CC(=O)N1CCN(c2ccccc2NC(=O)COc2cc(C)ccc2C(C)C)CC1	-30	22
Cc1ccc(C(O)c2cccnc2)o1 (stereo not given)	38	12
CCOC(=O)C1=C(c2ccccc2)Nc2ncnn2C1c1cc(OC)ccc1OC (stereo not given)	-36	24
O=c1cc(CSc2nnc(COc3ccccc3)o2)c2ccccc2[nH]1	-10	41
NC(=O)C1CCN(C(=O)CN2CCCc3ccccc32)CC1	-68	35
COc1ccc(OCCNS(=O)(=O)c2ccccc2)cc1	-66	30
O=c1cc(CO)oc(CN2CCN(c3cccc(C(F)(F)F)c3)CC2)c1O	-4	21
COc1ccc(Cl)cc1C(=O)NCC#N	28	29
CCN(CC)c1ccc(/C=N/Nc2nc(C)cc(=O)[nH]2)cc1	13	18
CCC(=O)Nc1cc(C)c(NC(=O)c2ccco2)cn1	24	30
O=S(=O)(c1cccc(Cl)c1)N1CCCC1	-73	31
CCOC(=O)c1c(NC(=O)CN2CCCCC2)sc2c1CCCC2O (stereo not given)	-10	41
CSc1nc2c(c(C(F)(F)F)n1)CC(C)CC2 (stereo not given)	3	42
O=C(NC1CCCC1)c1ccc(Br)o1	45	11
N#CC1=C(N)OC2=C(C(=O)CCC2)C1C1CC=CCC1 (stereo not given)	-14	42

(further entries)
SMILES	mHtt clearance	mHtt clearance grain fraction
O=C(Cn1cnc2c(nnn2-c2cccc(Cl)c2)c1=O)N1CCCC1	-3	18
CC(=O)NC1CC2CCCC(C1)N2S(=O)(=O)c1cccc(F)c1 (stereo not given)	-34	46
COc1ccc(CCNC(=O)c2c(O)c3c([nH]c2=O)CCCC3)cc1OC	-1	45
Cc1noc(C)c1C(=O)N1CCN(Cc2ccc3c(c2)OCO3)CC1	-14	22
Cc1cc(C)n(C(=O)c2ccncc2)n1	-2	37
CC(=O)N(Cc1ccco1)C1(C(=O)NC2CCCCC2)CCCCC1	-22	47
Cc1ccccc1N1CCN(CCN2C(=O)CC(=C3c4ccccc4-c4ccccc43)C2=O)CC1	35	12
Cc1ccccc1NC(=O)CCC(=O)OCC(=O)c1ccc(-c2ccccc2)cc1	16	33
CCn1c2ccccc2c2nc3ccccc3nc21	-21	24
CCCCOC(=O)C(C)Nc1n[nH]c(=S)[nH]c1=O (stereo not given)	-16	22
O=C(CSc1nnnn1-c1ccc(F)cc1)Nc1nc2ccccc2s1	26	30
COCCNC(=O)CN1C(=O)CSc2ncccc21	22	26
Cc1cc(C)n2nc(C(=O)NCc3ccco3)nc2n1	-13	22
COC(=O)c1ccc(NC(=O)C2C3C=CC(O3)C2C(=O)O)cc1 (stereo not given)	15	18
Cc1ccc(CC(=O)NCC(C)C)cc1	64	7.7
CCC1(C(=O)OC)NC(c2cccc(F)c2)C2C(=O)N(C)C(=O)C21 (stereo not given)	-43	27
CCCn1nnc(NC(=O)c2sc3ccccc3c2Cl)n1	-74	34
COc1ccc(CC(=O)Nc2cc(C)ccn2)cc1	4	19
CCC(=O)N1N=C(c2ccc(NS(C)(=O)=O)cc2)CC1c1ccc(C)cc1 (stereo not given)	-1	24
CCS(=O)(=O)N1CCC(C(=O)NCCc2ccccc2)CC1	-58	33
O=C(NCCN1CCCC1)C1CC(=O)N(C2CCCCC2)C1 (stereo not given)	-34	50
CCCc1nnc(SCC(=O)N2CCCC(C)C2)n1CCCOC (stereo not given)	-31	45
C/C(=C\c1ccccc1)C(=O)NC1CCSC1=O (stereo not given)	-9	42
Cc1nc(-c2ccccc2)nc2[nH]c(-c3ccccc3)cc(=O)c12	-33	27
Clc1ccc(Cn2ncc3c(N4CCCCC4)ncnc32)c(Cl)c1	-16	51
Remaining list, next part.
SMILES	mHtt clearance	mHtt clearance grain fraction
COc1cccc(OC)c1C(=O)Nc1ccccc1C(=O)N1CCOCC1	-28	27
FC(F)(F)c1cnc(Oc2ccc(-c3nnco3)cc2)c(Cl)c1	4	35
Cc1ccc(C(=O)NC(=S)NNC(=O)c2ccccc2[N+](=O)[O-])cc1	1	18
Cc1c(C(=O)Nc2nccs2)sc2nc(-c3cccs3)cc(C(F)(F)F)c12	-41	57
Cc1cccc2cc(C#N)c(N3CCCC3)nc12	-81	73
CCn1c(SC)nnc1-c1nnc(SC)n1CC	11	17
CCCCn1c(SCC(=O)Nc2cccc(C)n2)nnc1-c1ccco1	-57	48
CCN(CC)c1ccc2cc(-c3nc4ccccc4[nH]3)c(=O)oc2c1	-11	43
Cc1cc2nc3c(nc2cc1C)C1(C(=O)N(C)C)CCC3(C)C1(C)C (stereo not given)	0	20
CN1CCN(CCCNC(=O)c2cn(C)c3ccc(S(=O)(=O)N(C)C)cc3c2=O)CC1	1	48
O=C(CCn1cccc1)NCc1ccccc1	-6	41
O=C(CCC1COc2ccccc2O1)Nc1cccnc1 (stereo not given)	0	17
Cc1ccc(Oc2ccc(S(=O)(=O)N3CCOCC3)cc2C(N)=O)c(-n2nc3ccccc3n2)c1	-282	75
COC(=O)Nc1ccc(S(=O)(=O)N(C)C)cc1	-16	21
O=C(c1nn(Cc2ccccc2)c(=O)c2ccccc12)N1CCN(C/C=C/c2ccccc2)CC1	-10	42
Cc1ccccc1NS(=O)(=O)c1ccc(NC(=O)c2ccco2)cc1	-27	25
Cc1ccc(-n2c(SCC(=O)N3CCOCC3)nnc2-c2cccnc2)cc1	30	14
Cc1ccc(NC(=O)NCc2ccc3c(c2)OCO3)cc1	27	17
CCO/N=C(/C)c1c(O)c(C)c(-c2ccccc2)n(-c2ccccc2)c1=O	-38	27
O=C(NCCC1=CCCCC1)C1CCN(S(=O)(=O)c2cccc3cccnc23)CC1	-102	62
CCOC(=O)c1c(NC(=O)OC)sc(C(=O)N(CC)CC)c1C	-181	53
COc1cccc(-c2nc(CS(=O)(=O)CC(=O)NCc3ccc(Cl)cc3)c(C)o2)c1	17	26
COc1ccc(-c2cc3ccccc3n2CC(O)CN2CCN(CCO)CC2)cc1 (stereo not given)	-34	66
Cn1c2ccccc2c2c(C(=O)N3CCN(c4ccccn4)CC3)cn(C3CCCC3)c(=O)c21	27	17
Cc1cc([N+](=O)[O-])ccc1NC(=S)NC(=O)C(c1ccccc1)c1ccccc1	-23	29
New compounds follow:
SMILES	mHtt clearance	mHtt clearance grain fraction
CCC(C)C(=O)Nc1nnc(-c2cccs2)s1 (stereo not given)	29	24
O=S(=O)(NCc1cn2ccsc2n1)c1ccc2c(c1)OCCO2	28	33
Cc1csc(SCC(=O)N2CCN(S(=O)(=O)c3ccccc3)CC2)n1	-12	42
O=C(Nc1ccc2nsnc2c1)c1cccs1	-22	20
O=C1CC(N2CCN(c3ccccn3)CC2)C(=O)N1CC(c1ccccc1)c1ccccc1 (stereo not given)	-72	33
Cc1cc(Cl)c(S(=O)(=O)Nc2ccc3c(c2)OCO3)cc1OCC(N)=O	26	14
Cc1cc(C)c2[nH]c(=O)c(CN(CC3CCCO3)C(=O)c3cnccn3)cc2c1 (stereo not given)	16	29
CCOC(=O)c1c(C)[nH]c(C(=O)Cn2nnc(-c3ccccc3Cl)n2)c1C	13	32
COc1ccc(C(=O)NCC(C)(C)SCc2c(C)cc(C)cc2C)cc1	36	20
COc1ccc(C2(C(N)=O)CCCCC2)cc1OC	-8	42
COc1ccc(N2CCN(C(=O)c3cn(C4CCCC4)c(=O)c4c3c3ccccc3n4C)CC2)cc1	-1	24
CCCOC(=O)c1ccc(NS(=O)(=O)c2cccs2)cc1	-19	26
COc1cc(-c2noc(CCC(=O)Nc3cccnc3)n2)cc(OC)c1OC	-4	38
O=C(CC1SC(N2CCCCC2)=NC1=O)Nc1cccc(C(=O)O)c1 (stereo not given)	32	13
CCN(Cc1cc2cc(OC)ccc2[nH]c1=O)C(=O)Cc1ccc(OC)cc1	13	16
CCOC(=O)c1nnn(-c2nonc2N)c1-c1ccc(C)cc1	4	37
Clc1ncnc2scc(-c3ccccc3)c12	-15	44
CC(C)c1nc(N2CCN(C(=O)c3ccco3)CC2)c2c3c(sc2n1)CCCC3	-66	34
CCCCNC(NCCCC)=C(S(=O)(=O)CC)S(=O)(=O)CC	31	25
N#CN=C1SCCS1	-12	45
CCOC(=O)Cn1nc(-c2ccc(Cl)cc2)cc1N	-24	24

These rows are one share of the data (hit frequency here may not be typical).
